All columns: NCI-60 one-dose screen, growth in % after 48 h at 10 µM unless noted; 100 = growth as untreated, 0 = no growth, -100 = all killed.
HCT-15: HCT-15 colon cancer | AID 1794746 | 82,000 tested, 5.2% active
HCC-2998: HCC-2998 colon cancer | 79,000 tested, 4.7% active | AID 1794799
KM12: KM12 colon cancer cells | 82,000 tested, 5% active | AID 1794800
HCT-116: HCT-116 colon cancer. 82,000 tested, 7.3% active. AID 1794798
HT29: HT29 colon cancer | 81,000 tested, 7.4% active | AID 1794748
COLO 205: COLO 205 colon cancer; AID 1794742; 79,000 tested, 7.3% active
SNB-75: SNB-75 CNS cancer | AID 1794750 | 79,000 tested, 5% active
A498: A498 renal cancer cells. AID 1794774. 76,000 tested, 5.4% active
SW-620: SW-620 colon cancer | AID 1794795 | 82,000 tested, 5.2% active
An asterisk follows results filed as active. Rule for the calls: active = growth percent below 10; inactive = the rest.

The line under a structure holds: HCT-15 | HCC-2998 | KM12 | HCT-116 | HT29 | COLO 205 | SNB-75 | A498 | SW-620
> CC12CC3CC(C)(C1)CC(N)(C3)C2
 : 101 | 107 | 105 | 102 | 99 | 112 | 93 | 107 | 107
> NC(=O)C1(N2CCCCC2)CCN(CCCC(=O)c2ccc(F)cc2)CC1
 : 94 | 11 | 16 | 19 | 5.1* | 14 | 23 | 33 | 20
> Cc1cn(C2CC(O)C(CO)O2)c(=O)[nH]c1=O (stereo unspecified)
 : 101 | 111 | 99 | 109 | 105 | 106 | 86 | 112 | 106
> COc1ccc2c(c1)c(C(=O)c1nc(-c3cn(C)c4ccc(OC)cc34)no1)cn2C
 : 98 | 104 | 85 | 79 | 69 | 91 | 58 | 77 | 86
> COc1ccc2[nH]cc(-c3nc(N)nnc3-c3cn(C)c4ccc(OC)cc34)c2c1
 : 67 | 89 | 44 | 62 | 46 | 69 | 65 | 73 | 48
> CCOC(=O)[C@H](CCc1ccccc1)N[C@@H](C)C(=O)N1Cc2ccccc2C[C@H]1C(=O)O
 : 109 | 106 | 104 | 105 | 108 | 110 | 106 | 98 | 103
> CCn1c(-c2nonc2N)nc2c(C#CC(C)(C)O)ncc(OC[C@H]3CCCNC3)c21
 : 82 | 81 | 36 | 45 | 56 | 38 | 2.8* | 42 | 46
> CCOC(N)=O
 : 103 | 102 | 111 | 101 | 98 | 115 | 113 | 106 | 111
> Oc1ccc(C2CNCCc3c2cc(O)c(O)c3Cl)cc1 (stereo unspecified)
 : 97 | 105 | 107 | 99 | 93 | 112 | 68 | 111 | 101

Reformatted field by field: part of the list above.
> COc1ccc2c(c1)c(C(=O)c1nc(-c3cn(C)c4ccc(OC)cc34)no1)cn2C
  HCT-15: 98 | HCC-2998: 104 | KM12: 85 | HCT-116: 79 | HT29: 69 | COLO 205: 91 | SNB-75: 58 | A498: 77 | SW-620: 86

> CC12CC3CC(C)(C1)CC(N)(C3)C2
  HCT-15: 101 | HCC-2998: 107 | KM12: 105 | HCT-116: 102 | HT29: 99 | COLO 205: 112 | SNB-75: 93 | A498: 107 | SW-620: 107

> CCn1c(-c2nonc2N)nc2c(C#CC(C)(C)O)ncc(OC[C@H]3CCCNC3)c21
  HCT-15: 82 | HCC-2998: 81 | KM12: 36 | HCT-116: 45 | HT29: 56 | COLO 205: 38 | SNB-75: 2.8* | A498: 42 | SW-620: 46

> Oc1ccc(C2CNCCc3c2cc(O)c(O)c3Cl)cc1 (stereo unspecified)
  HCT-15: 97 | HCC-2998: 105 | KM12: 107 | HCT-116: 99 | HT29: 93 | COLO 205: 112 | SNB-75: 68 | A498: 111 | SW-620: 101

An excerpt (hit frequency here may not be typical).
